# HePTP inh – inhibitors of human HePTP phosphatase. recombinant HePTP phosphatase activity, OD absorbance. inhibition, % at 20 µM. 110,000 compounds, 0.64% hits. AID 521; in the data active means inhibition above about 50%;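 further: plate controls were vehicle for no effect and reference inhibitor for full effect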
# Target sequence (P35236 whole entry, looked up): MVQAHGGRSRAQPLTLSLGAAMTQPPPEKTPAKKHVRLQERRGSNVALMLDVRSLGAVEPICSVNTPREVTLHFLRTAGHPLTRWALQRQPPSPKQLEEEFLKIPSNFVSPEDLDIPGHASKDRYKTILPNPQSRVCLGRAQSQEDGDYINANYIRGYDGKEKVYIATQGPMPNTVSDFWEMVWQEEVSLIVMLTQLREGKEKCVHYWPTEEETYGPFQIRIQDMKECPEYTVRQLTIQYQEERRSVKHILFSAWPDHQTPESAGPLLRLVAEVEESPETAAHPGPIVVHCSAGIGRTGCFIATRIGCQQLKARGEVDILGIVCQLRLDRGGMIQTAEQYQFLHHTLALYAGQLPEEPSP
# BAP1 block – inhibitors of human BAP1 deubiquitinase | Q92560 | recombinant BAP1, Ub-AMC hydrolysis fluorescence kinetic; stronger effect = lower value | activity remaining (% of control), % at 20 µM | 72,000 compounds, 0.48% hits;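 active means activity remaining at or below 50% of control, provided the compound also passes the data quality filters; inactive means the rest, including low values that fail the filters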;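 further: 100% = DMSO wells rate and 0% = substrate alone blank rate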
# Target sequence (Q92560 whole entry, looked up): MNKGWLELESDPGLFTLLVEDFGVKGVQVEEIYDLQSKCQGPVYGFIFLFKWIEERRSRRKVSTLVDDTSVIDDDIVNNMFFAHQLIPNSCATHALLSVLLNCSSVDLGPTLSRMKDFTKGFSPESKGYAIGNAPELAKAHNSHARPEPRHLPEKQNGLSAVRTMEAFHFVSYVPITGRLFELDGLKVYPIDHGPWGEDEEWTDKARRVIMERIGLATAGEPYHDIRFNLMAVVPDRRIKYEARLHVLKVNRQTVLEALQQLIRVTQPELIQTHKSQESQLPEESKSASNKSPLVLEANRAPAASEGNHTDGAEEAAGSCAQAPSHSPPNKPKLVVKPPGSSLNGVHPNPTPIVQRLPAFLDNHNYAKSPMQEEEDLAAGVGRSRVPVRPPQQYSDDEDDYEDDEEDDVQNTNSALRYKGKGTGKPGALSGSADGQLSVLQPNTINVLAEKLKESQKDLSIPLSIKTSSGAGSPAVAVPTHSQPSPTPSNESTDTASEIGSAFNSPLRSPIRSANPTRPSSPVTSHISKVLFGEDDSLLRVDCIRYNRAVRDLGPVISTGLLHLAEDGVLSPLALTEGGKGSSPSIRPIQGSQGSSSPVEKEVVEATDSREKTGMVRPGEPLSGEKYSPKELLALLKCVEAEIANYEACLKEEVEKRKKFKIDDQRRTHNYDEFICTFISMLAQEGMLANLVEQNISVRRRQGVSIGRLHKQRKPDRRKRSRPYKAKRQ
# Active calls of the source: *; nt = not tested or not shown; & = joins results of further samples.
1. COC(=O)C1=C(C)NC(=S)NC1c1ccc(OCC(=O)N2CCOCC2)c(OC)c1 (stereo not drawn)
2. Cc1cc(C(=O)NCc2cccnc2)no1
3. CCN(CC)CCOc1nc(C)nc2c1oc1ccccc12
4. COc1cccc(-n2c(SC)nnc2-c2cnccn2)c1
5. CC(=O)[C@@H]1[C@@H]2C(=O)N(c3ccc(F)c(Cl)c3)C(=O)[C@@H]2C2c3ccccc3C=CN21 (stereo partly drawn)
6. CCOC(=O)C1CCCN(C(=O)c2cc3c(=O)n4cccc(C)c4nc3n2C)C1 (stereo not drawn)
7. O=c1cc(Cn2ccnc2)c2cc3c(cc2o1)CCC3
8. CC1=NN(c2ccccc2)C(=O)/C1=C\c1ccc(O)cc1

entry no. | 1 | 2 | 3 | 4 | 5 | 6 | 7 | 8
BAP1 block | nt | 91 | 92 | 95 | nt | nt | 71 | nt
HePTP inh | -2 | 1 | 4 | -4 | -10 | 11 | -2 | 14

9. Cc1ccc2c(Cl)c(C(=O)Nc3ncccc3Cl)sc2c1
10. COc1ccc(CCN(C(=S)Nc2ccccc2)C2CC(=O)N(c3ccccc3)C2=O)cc1 (stereo not drawn)
11. O=C(O)CCC(=O)Nc1sc2c(c1C(=O)Nc1ccc(Cl)cc1)CCCCC2
12. COc1cc(/C=C(\C#N)c2nc3ccc(C)cc3[nH]2)cc(OC)c1OC(C)=O
13. CN1CCN(C(=O)/C(=C/c2cccc3ccccc23)NC(=O)c2ccccc2)CC1
14. O=C(O)/C(=C/C(=O)c1ccccc1)N=Nc1c(O)[nH]c2ccccc12
15. COc1ccc(-n2c(=O)c3ccccc3n(CC(=O)NC3CCCC3)c2=O)cc1
16. Cc1nnc(C)n1/N=C/c1ccc(Br)cc1

entry no. | 9 | 10 | 11 | 12 | 13 | 14 | 15 | 16
BAP1 block | nt | nt | nt | nt | nt | nt | 105 | nt
HePTP inh | 4 | -8 | -10 | -3 | -8 | 10 | -8 | 3

17. Cc1ccccc1NC(=O)c1c(F)c(F)c(F)c(F)c1F
18. Cc1ccc(-c2nc3n(n2)C(=O)CCS3)cc1
19. O=c1c(-c2ccc3c(c2)OCCO3)c(C(F)(F)F)oc2cc(O)cc(O)c12
20. O=C(CSc1nnc2scc(-c3ccccc3)n12)N1CCN(Cc2ccccc2)CC1
21. Cc1cccc(N2C(=O)/C(=C/c3ccc(Cl)cc3)SC2=S)c1C
22. COc1ccccc1-c1cc(-c2ccccc2)nc(SC(C(N)=O)c2ccccc2)c1C#N (stereo not drawn)
23. Cc1ccc(S(=O)(=O)N(C)C)c(C)c1N1CCc2cnn(S(=O)(=O)c3ccc(Cl)cc3)c21
24. COc1ccccc1-c1nnc(SCCN2CCOCC2)n1-c1ccc(C)cc1

entry no. | 17 | 18 | 19 | 20 | 21 | 22 | 23 | 24
BAP1 block | nt | nt | 62 | 65 | nt | nt | nt | 62
HePTP inh | 13 | -2 | 5 | 5 | 10 | 6 | -8 | 3

25. CSc1nc2sc3c(c2c2nnnn12)CCCC3
26. CN(C)C(=O)CSc1nnc(CCNC(=O)OC(C)(C)C)o1
27. COC(=O)c1ccc(NC(=O)c2cccc(C(=O)OC(C)C)n2)cc1
28. Cc1cc2ncn(/N=C\c3ccccc3)c2cc1C
29. O=S(=O)(c1ccc(Cl)cc1)N1CCN(C2CC3CCC2C3)CC1 (stereo not drawn)
30. CC(C)(C)C1CCc2c(sc(NC(=O)C3CC3c3ccccc3)c2C(N)=O)C1 (stereo not drawn)
31. Cc1noc(C)c1COC(=O)c1cccnc1SCC(=O)Nc1ccc2c(c1)OCO2
32. O=C(O)C(F)(F)S(=O)(=O)O

entry no. | 25 | 26 | 27 | 28 | 29 | 30 | 31 | 32
BAP1 block | nt | 98 | 101 | nt | nt | nt | 90 | 92
HePTP inh | -8 | 5 | nt | 7 | 6 | 3 | 3 | -7

33. COc1ccc(NC(=O)c2oc3cc(C)c(C)cc3c2C)c(OC)c1
34. CC(C)CCn1nnnc1C(c1ccc(F)cc1)N1CCN(C(=O)c2ccco2)CC1 (stereo not drawn)
35. Cc1ccccc1NC(=O)c1ccccc1
36. CCc1c(C)nc2ncnn2c1N1CCCC(C(=O)NCCc2ccccc2)C1 (stereo not drawn)
37. COc1cccc(C2=CC(c3cc(OC)ccc3OC)n3nnnc3N2)c1 (stereo not drawn)
38. Oc1ccc(Nc2nc(-c3ccc(O)cc3)cs2)cc1
39. COc1cc(C(=O)OCC(=O)NCc2ccco2)cc(OC)c1OC
40. Oc1c(C=Nc2cccc(Br)c2)sc2ccccc12

entry no. | 33 | 34 | 35 | 36 | 37 | 38 | 39 | 40
BAP1 block | 498 | 95 | 149&69 | 94 | 57 | 95 | 105 | nt
HePTP inh | nt | 10 | 6 | 6 | 1 | -3 | 6 | 2

41. COc1ccccc1C(=O)Nc1ccc(S(=O)(=O)N2CCCC2)cc1
42. COc1ccc(C(=O)Nc2cc(Cl)cc(Cl)c2)c(OC)n1
43. COc1cc2c(cc1NC(=O)c1ccc(C)c([N+](=O)[O-])c1)oc1ccccc12
44. COC(=O)CSc1cc(SCC(=O)OC)c(C#N)c(SCC(=O)OC)c1
45. Cc1occc1-c1nnc(SCC(=O)Nc2nccs2)n1Cc1ccco1
46. O=C1OC(c2ccccc2I)=N/C1=C\c1cccc([N+](=O)[O-])c1
47. COc1ccccc1OCCCOc1ccccc1OC
48. O=C(NCc1ccncc1)c1ccc(Br)o1

entry no. | 41 | 42 | 43 | 44 | 45 | 46 | 47 | 48
BAP1 block | 76 | 75 | nt | 100 | 94 | nt | nt | 91
HePTP inh | 10 | 10 | 6 | 5 | 3 | 1 | 0 | -6&-3

49. CC1Cc2ccccc2N1S(=O)(=O)c1ccc2c(c1)n(C)c(=O)c(=O)n2C (stereo not drawn)
50. CN(C)S(=O)(=O)Nc1ccc(Oc2ccccc2)cc1
51. COc1ccc(NS(=O)(=O)c2cc(C(=O)O)ccc2Br)cc1
52. COC(=O)c1ccc(N/C=C/C(=O)c2ccccc2)cc1
53. CC(C)c1ccc(NC(=O)c2ccc(CN3CCc4ccccc4C3)cc2)cc1
54. C=CCn1c(SCc2c(F)cccc2Cl)nnc1-c1ccco1
55. O=C(CNC(=O)c1ccco1)c1ccc(F)cc1
56. CCOC(=O)N1CCC(NC(=O)C2CCN(S(=O)(=O)c3cccc4cccnc34)CC2)CC1

entry no. | 49 | 50 | 51 | 52 | 53 | 54 | 55 | 56
BAP1 block | 94 | 135 | nt | nt | nt | 100 | nt | 107
HePTP inh | 10 | 2 | 4 | -11 | 4 | -2 | -3 | 12

57. CC(=O)N(CC(C)(C)CC=C(C)C)C1CCCCC1
58. CCc1ccc(OCCSc2nc3ccccc3c(=O)[nH]2)cc1
59. CC1CCN(C(=O)CSc2nnc(-c3ccc(S(=O)(=O)N4CCOCC4)cc3)n2C)CC1
60. COc1ccccc1OCc1nc(C#N)c(NCc2ccco2)o1
61. Cc1ccc(NC(=O)C(=O)NCCc2ccccc2)cc1C
62. CCCOc1ccc(C2C(=O)N(C3CCCCC3)CC(=O)N2CCC)cc1OC (stereo not drawn)
63. CCCCS(=O)CC(CS(=O)CCCC)OC(=O)c1ccc(C)cc1 (stereo not drawn)
64. CCCNC(=O)CCNC(=O)c1ccc(C(C)(C)C)cc1

entry no. | 57 | 58 | 59 | 60 | 61 | 62 | 63 | 64
BAP1 block | nt | nt | 96 | 104 | nt | 90 | nt | 117
HePTP inh | 4 | -2 | 5 | -1 | -8 | 9 | -8 | 4

65. CNc1cc([N+](=O)[O-])ccc1N/C=C\C(=O)c1ccc2ccccc2c1
66. c1ccc(CSc2ncn(-c3ccccc3)n2)cc1
67. COc1ccc(OCC(=O)Nc2ccc(-c3nc4ncccc4o3)cc2)cc1
68. CC(=O)CC(c1ccccc1)S(=O)(=O)c1ccccc1C (stereo not drawn)
69. O=C(Cc1cccs1)N(Cc1ccco1)C1(C(=O)NC2CCCC2)CCCCC1
70. Cc1cc(C)n(-c2ccc(C(=O)OCC(=O)N(CC(C)C)C3CCS(=O)(=O)C3)cc2)n1 (stereo not drawn)
71. CCOc1cc(N2CCOCC2)c(OCC)cc1NC(=O)Cn1[nH]c(=O)c2ccccc2c1=O
72. O=C(CCS(=O)(=O)c1ccccc1)Nc1nc2c(s1)CCCC2

entry no. | 65 | 66 | 67 | 68 | 69 | 70 | 71 | 72
BAP1 block | nt | 83 | nt | nt | nt | 110 | 120 | 91
HePTP inh | 8 | -1 | -2 | -2 | 6 | -2 | 13 | 2

73. O=S(=O)(NCC1CCCO1)c1ccc2oc3ccc(S(=O)(=O)NCC4CCCO4)cc3c2c1 (stereo not drawn)
74. COc1ccc(C(C)(C)C)cc1NC(=O)C1C2C=CC(C2)C1C(=O)O (stereo not drawn)
75. CC(=O)ON=C1c2cc(S(=O)(=O)N(C)C)ccc2-c2ccc(S(=O)(=O)N(C)C)cc21
76. Cc1nnc(NC(=O)CCC(=O)N2CCN(CCc3ccccc3)CC2)s1
77. OC1(C(F)(F)F)CC(O)(C(F)(F)F)n2nc(-c3ccccc3)cc2N1 (stereo not drawn)
78. CC(=O)Nc1ccc(N2S(=O)(=O)c3ccccc3S2(=O)=O)cc1
79. COc1ccc(-n2c(Cc3cccn3C)nnc2SCC(=O)NCc2ccco2)cc1
80. Oc1ccc(/C=N/Nc2ccc(C(F)(F)F)cn2)c(O)c1

entry no. | 73 | 74 | 75 | 76 | 77 | 78 | 79 | 80
BAP1 block | 116 | 76 | nt | 109 | 92 | 110 | 81 | nt
HePTP inh | -6 | 3 | -4 | 5 | 1 | 5 | 5 | -5

81. COC(=O)C1=C(O)/C(=C/c2cc(C)n(-c3ccc(Cl)cc3Cl)c2C)N=C1C
82. O=C(Cc1c(F)cccc1Cl)Nc1ccncc1
83. Cc1ccccc1N=c1oc2ccc(Cl)cc2cc1C(N)=O
84. Cc1ccc2c(c1)c1c3n2CCN(C(=O)CN2CCN(C)CC2)C3CCC1 (stereo not drawn)
85. CC(C)(C)C1CCc2onc(C(=O)NC3CCCC3)c2C1 (stereo not drawn)
86. COc1ccc(-c2nsc3c(N4CCN(S(=O)(=O)c5ccccc5)CC4)ncnc23)cc1
87. O=C(CNC(=O)C1CCCCC1)NCCCO
88. O=[N+]([O-])c1ccc(NCCNS(=O)(=O)c2ccc(Cl)cc2)c(Cl)c1

entry no. | 81 | 82 | 83 | 84 | 85 | 86 | 87 | 88
BAP1 block | nt | 113 | 68 | 101 | 101 | 53 | 114 | nt
HePTP inh | -10 | 13 | nt | 7 | 3 | -3 | 11 | 3

89. O=C(CC1Nc2ccccc2NC1=O)Nc1ccc(O)cc1 (stereo not drawn)
90. CCOc1ccc(N2C(=O)CC(Sc3nc(C)cc(C)c3C#N)C2=O)cc1 (stereo not drawn)
91. COc1ccc(C2(CNC(=O)/C=C/c3ccco3)CCCC2)cc1OC
92. O=C(NCCN1CCOCC1)c1cc2c(=O)n3ccccc3nc2n1Cc1ccccc1
93. CC(=O)c1cccc(NC(=O)CSc2nncn2C)c1
94. O=C(CCN1C(=O)c2ccccc2C1=O)NCCN1CCOCC1
95. COCCNC(=O)CN(c1ccccc1OC)S(=O)(=O)c1ccccc1
96. Cc1ccc(NC(=O)/C=C/c2ccco2)c([N+](=O)[O-])c1

entry no. | 89 | 90 | 91 | 92 | 93 | 94 | 95 | 96
BAP1 block | nt | 91 | nt | nt | nt | 102 | nt | nt
HePTP inh | 5 | 7 | 8 | -5 | 6 | -14 | -10 | 13

97. CCC(C)[C@H](NC(=O)NCc1cccc(OC)c1)C(=O)OC (stereo partly drawn)
98. Cc1ccc(C(=O)CSC2=C(C#N)C(c3ccco3)CC(=O)N2)c(C)c1 (stereo not drawn)
99. Nc1nc(SCc2ccc(Cl)c(Cl)c2)nc2sc3c(c12)CCC3
100. CCOC(=O)c1c(-c2ccccc2)oc2ccc(O)c(CN3CCCC3)c12
101. COc1cc(NC(=O)COc2ccc(C)cc2)ccc1NC(=O)c1ccco1
102. O=C(c1ccccc1)N1CCCc2ccccc21

entry no. | 97 | 98 | 99 | 100 | 101 | 102
BAP1 block | 101 | 103 | nt | nt | nt | 61
HePTP inh | 10 | 4 | 7 | -3 | -9 | nt

# Entries above containing a Cl atom (13):
5. CC(=O)[C@@H]1[C@@H]2C(=O)N(c3ccc(F)c(Cl)c3)C(=O)[C@@H]2C2c3ccccc3C=CN21 (stereo partly drawn)
9. Cc1ccc2c(Cl)c(C(=O)Nc3ncccc3Cl)sc2c1
11. O=C(O)CCC(=O)Nc1sc2c(c1C(=O)Nc1ccc(Cl)cc1)CCCCC2
21. Cc1cccc(N2C(=O)/C(=C/c3ccc(Cl)cc3)SC2=S)c1C
23. Cc1ccc(S(=O)(=O)N(C)C)c(C)c1N1CCc2cnn(S(=O)(=O)c3ccc(Cl)cc3)c21
29. O=S(=O)(c1ccc(Cl)cc1)N1CCN(C2CC3CCC2C3)CC1 (stereo not drawn)
42. COc1ccc(C(=O)Nc2cc(Cl)cc(Cl)c2)c(OC)n1
54. C=CCn1c(SCc2c(F)cccc2Cl)nnc1-c1ccco1
81. COC(=O)C1=C(O)/C(=C/c2cc(C)n(-c3ccc(Cl)cc3Cl)c2C)N=C1C
82. O=C(Cc1c(F)cccc1Cl)Nc1ccncc1

entry no. | 5 | 9 | 11 | 21 | 23 | 29 | 42 | 54 | 81 | 82
BAP1 block | nt | nt | nt | nt | nt | nt | 75 | 100 | nt | 113
HePTP inh | -10 | 4 | -10 | 10 | -8 | 6 | 10 | -2 | -10 | 13

83. Cc1ccccc1N=c1oc2ccc(Cl)cc2cc1C(N)=O
88. O=[N+]([O-])c1ccc(NCCNS(=O)(=O)c2ccc(Cl)cc2)c(Cl)c1
99. Nc1nc(SCc2ccc(Cl)c(Cl)c2)nc2sc3c(c12)CCC3

entry no. | 83 | 88 | 99
BAP1 block | 68 | nt | nt
HePTP inh | nt | 3 | 7

# High-throughput results from PubChem BioAssay.
